# TDP43 rescue: TDP-43 toxicity inhibition in yeast; 1.8% of 410,000 active; TDP-43 expressing yeast growth rescue, BacTiter-Glo, 24 h; AID 652104; Potency, µM (highest dose often 46.1 µM), without a hit: at the top dose growth rescue (activation), actives largely listed as activators; further: potency means the concentration at half of the fitted maximal effect; % of control where 0% means no effect; nearly all actives have a fitted effect of over 50% in size
#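 Galactose-induced TDP-43 yeast, OD600=0.02, compound pinned; 24 hr, 30 deg C; BacTiter-Glo luminescence for growth. Inhibitors of TDP-43 toxicity read as activators.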
# FUS suppressor: rescues growth of FUS-expressing yeast | Potency, µM (doses to about 76.6 µM), for inactives: top-dose growth rescue (activation), most hits filed as activators | AID 1347120 | 0.24% of 390,000 active | S. cerevisiae FUS-expressing, growth rescue, OD600, 24 h;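 further: potency means the concentration at half of the fitted maximal effect; plate controls were DMSO vehicle for no effect and reference control for full effect; nearly all actives have a fitted effect of over 55% in size; some results filed as inactive show a strong effect at the top dose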
#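 Yeast expressing FUS under galactose induction, OD 0.005 in 2% galactose medium; compounds in a dilution series, 24 h at 30C. Growth rescue by absorbance at 600 nm; CP55940 positive control, DMSO negative.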
# aSyn rescue: rescues yeast growth from alpha-synuclein toxicity; Yeast expressing alpha-synuclein, growth rescue, BacTiter-Glo, 24 h; Potency, µM (highest dose often 46.1 µM), for inactives: top-dose growth rescue (activation), actives largely listed as activators; 0.14% of 370,000 active; AID 652106; further: potency means the concentration at half of the fitted maximal effect; % of control where 0% means no effect; nearly all actives have a fitted effect of over 65% in size
#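 Screening used galactose-induced yeast with toxic alpha-synuclein levels, exposed to compound for 24 hr at 30 deg C. Cell growth, read with BacTiter-Glo luminescence, gave the measured signal.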
# GLP1R inv ag: inverse agonists of human GLP-1 receptor | 1.6% of 410,000 active | Potency, µM (titrated, usually from 38.3 µM), for the others: at the top dose activity change, negative = inhibition, most hits filed as inhibitors | HEK293 GLP-1R CRE-luciferase, luminescence, 24 h; GLP-1R form is constitutively active | P43220; further: potency means the concentration at half of the fitted maximal effect; on the % scale 0 is the no-effect control and ±100 the full control effect; nearly all actives have a fitted effect of over 55% in size
# Target sequence (P43220 whole entry, looked up): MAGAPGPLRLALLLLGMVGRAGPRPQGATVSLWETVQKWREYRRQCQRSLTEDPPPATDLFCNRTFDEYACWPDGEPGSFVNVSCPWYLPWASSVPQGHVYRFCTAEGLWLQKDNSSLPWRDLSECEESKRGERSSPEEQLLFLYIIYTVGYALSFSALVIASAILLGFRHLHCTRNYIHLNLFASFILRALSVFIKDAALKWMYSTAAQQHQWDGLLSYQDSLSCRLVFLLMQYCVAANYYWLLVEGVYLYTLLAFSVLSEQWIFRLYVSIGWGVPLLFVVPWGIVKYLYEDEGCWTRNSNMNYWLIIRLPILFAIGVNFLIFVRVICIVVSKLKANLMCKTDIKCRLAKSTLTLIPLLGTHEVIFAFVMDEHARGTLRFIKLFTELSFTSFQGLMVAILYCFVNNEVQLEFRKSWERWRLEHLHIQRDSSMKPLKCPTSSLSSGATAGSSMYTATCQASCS
#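 Seeding at 200 cells/uL, 12 h culture, 24 hr compound treatment, then luciferase reagent and a luminescence read; cells are HEK293 stably expressing a constitutively active GLP-1R plus cAMP-responsive luciferase.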
# Abeta yeast res: compounds reversing amyloid beta toxicity in yeast | Potency, µM (titrated, usually from 46.1 µM), for inactives: at the top dose growth rescue, actives largely listed as activators | yeast expressing A-beta42, growth rescue, OD600, 48 h; response scale: 0% DMSO, 100% iron-clioquinol control | 0.063% of 410,000 active; further: potency means the concentration at half of the fitted maximal effect; nearly all actives have a fitted effect of over 55% in size
#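 Growth rescue measured by 600 nm absorbance after 48 h yeast culture at 30 C with compound. Values normalized between DMSO and an equimolar ferric chloride plus clioquinol control.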
# Akt phos inh: Akt phosphorylation inhibition; Neuro2A IGF-stimulated pAkt S473 HTRF, 20 min; active compounds read low; 0.32% of 360,000 active; activity change, % for hits at 50 µM; in the data active means activity change below about -80%; inconclusive means mostly about -51% to -80%; further: on the % scale 0 is the no-effect control and ±100 the full control effect
#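 Neuro2A cells (4,500/well, DMEM with 0.5% FBS) were treated with compound at a single 50 µM final concentration, stimulated with 6 nM IGF for 20 min at 37 °C, and lysed. Phospho-Akt Ser473 was read by HTRF as 665/615 ratio ×10^4.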
# HEK293 tox: cytotoxicity counter-screen for GLP-1 receptor inverse agonists. HEK293 cAMP-luciferase reporter cells, luminescence, 24 h. Potency, µM (top dose mostly 38.3 µM), for the others: top-dose activity change, negative = inhibition, hits mostly inhibitors. 0.13% of 410,000 active;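 further: loss of luciferase light is scored as toxicity; potency means the concentration at half of the fitted maximal effect; on the % scale 0 is the no-effect control and ±100 the full control effect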
#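 1536-well qHTS counterscreen of the MLSMR; 200 cells/uL, 12 h pre-incubation, 23 nL cpd, 24 h at 37 deg C 5% CO2, luciferase detection reagent, 12 min RT, luminescence. Inhibition = undesired.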
# PTHR1 agonist: agonists of human PTHR1 parathyroid hormone receptor | Potency, µM (doses to about 115 µM), inactives show at the top dose activation, actives largely listed as activators | 0.075% of 410,000 active | Q03431 | HEK293 GP2 PTHR1 cells, GloSensor cAMP luminescence, 1 h; further: potency means the concentration at half of the fitted maximal effect; nearly all actives have a fitted effect of over 55% in size; some results filed as inactive show a strong effect at the top dose; inactives centre near -15; many of its hits are not listed in these tables
# Target sequence (Q03431 whole entry, looked up): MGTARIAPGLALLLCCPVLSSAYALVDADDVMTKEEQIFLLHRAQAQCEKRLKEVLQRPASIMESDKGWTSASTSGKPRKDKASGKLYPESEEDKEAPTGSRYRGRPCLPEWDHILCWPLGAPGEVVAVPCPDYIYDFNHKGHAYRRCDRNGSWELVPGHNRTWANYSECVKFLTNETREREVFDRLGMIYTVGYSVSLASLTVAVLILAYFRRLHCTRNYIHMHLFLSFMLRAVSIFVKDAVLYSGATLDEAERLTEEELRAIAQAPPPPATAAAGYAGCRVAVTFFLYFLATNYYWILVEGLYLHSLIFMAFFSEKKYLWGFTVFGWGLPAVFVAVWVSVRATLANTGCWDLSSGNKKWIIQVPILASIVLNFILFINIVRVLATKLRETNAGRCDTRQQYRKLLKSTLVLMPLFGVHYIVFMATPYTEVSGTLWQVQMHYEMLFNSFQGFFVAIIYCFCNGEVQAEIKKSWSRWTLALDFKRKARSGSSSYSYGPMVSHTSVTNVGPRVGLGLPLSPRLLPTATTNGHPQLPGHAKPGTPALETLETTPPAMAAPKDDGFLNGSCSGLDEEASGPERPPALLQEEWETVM
#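 HEK-293-derived GP2 cells expressing PTHR1 and a GloSensor cAMP reporter, 3,000/well, plated overnight, given luciferin plus IBMX (each 0.5 mM as added) for 1 h at 37 °C, then compound for 1 h at 37 °C. Luminescence was read after 15 min at room temperature.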
# MmCpn inh: M. maripaludis TRiC chaperonin inhibition. purified Mm-Cpn ATPase, ADP Transcreener TR-FRET. Potency, µM (series often up to 76.9 µM), for inactives: top-dose activity, negative = inhibition, actives largely listed as inhibitors. 0.031% of 330,000 active; further: potency means the concentration at half of the fitted maximal effect; on the % scale 0 is the no-effect control and ±100 the full control effect; nearly all actives have a fitted effect of over 80% in size
#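 ATPase turnover read by TR-FRET ADP competition (Eu cryptate antibody/ADP-d2, 665/590 nm): 10uM ATP final, 25nM Mm-CPN final, 30 min 37degC after 10-min compound preincubation, pH 7.4 Tris/KCl/MgCl2/DTT buffer.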
# Numbers without * were called inactive; i = inactive; u = inconclusive; x = not tested or not shown; [ ] = dose if it differs, or a comment. Unless noted, the call rests on the fitted dose curve; in most records, active means well fitted curve in the direction sought with a large enough effect; inconclusive means small, poorly fitted or top-dose-only effect, or another doubt; inactive means no such curve, though single readings can be large; an effect the other way counts as inactive or inconclusive. Only part of the results is shown. The share of hits here may be higher or lower than overall.
1: Cc1ccccc1CNC(=O)CCc1cn(Cc2ccccc2C)c2ccccc12
2: N#Cc1c(SCC(=O)O)nc(-c2ccccc2)c2c1CCCC2
3: CSC[C@H](NC(=O)Cc1c(C)c2cc3c(C)c(C)oc3cc2oc1=O)C(=O)N[C@@H](Cc1ccccc1)C(=O)O
4: Cc1ccc(NC(=O)c2nc[nH]c2C(=O)NCc2ccccc2)cc1
5: CCOC(=O)c1c(C)[nH]c(C)c1S(=O)(=O)N1CCC(C(=O)N2CCN(c3ccc(Cl)cc3)CC2)CC1
6: CCCCN(C(=O)CSc1nnc(-c2ccccc2)n1C)c1c(N)n(Cc2ccccc2)c(=O)[nH]c1=O
7: Cc1ccc(-c2noc(Cn3cc(S(=O)(=O)N4CCCC4)ccc3=O)n2)cc1
8: NC(=O)C1CCCN(C(=O)c2ccc(-c3cccc(Cl)c3Cl)o2)C1 (configuration not stated)
9: COc1ccc(Cn2c(=O)c3[nH]cnc3n(-c3ccc(C)cc3)c2=O)cc1
10: Cc1ccc(C2(C(F)(F)F)N=C3Sc4cc(C)cc(C)c4N3C(=O)N2)cc1 (configuration not stated)

Assay by compound	1	2	3	4	5	6	7	8	9	10
TDP43 rescue	20.1%	-9.8%	6.6%	u	23.3%	-5.4%	10.7%	-14.8%	10.2%	-12.3%
FUS suppressor	-10.0%	2.1%	9.8%	-13.5%	16.7%	34.1%	-9.2%	13.0%	18.5%	19.7%
aSyn rescue	x	8.5%	1.1%	-1.6%	x	-1.5%	6.3%	3.1%	9.3%	-1.8%
GLP1R inv ag	-10.2%	-20.1%	0.8%	16.8%	4.5%	32.8%[activator]	7.0%	94.7%[activator]	18.1%	-11.4%
Abeta yeast res	-3.5%	-3.8%	-3.9%	17.7%	-1.2%	7.0%	-10.3%	-9.6%	4.0%	-1.8%
Akt phos inh	x	i	i	i	x	i	i	i	i	i
HEK293 tox	3.0%	1.3%	2.9%	-3.1%	-7.9%	21.9%	-14.4%	-9.3%	-11.3%	2.9%
PTHR1 agonist	-8.2%	i	-16.7%	-24.1%	i	-10.0%	i	-26.6%	i	-13.9%[57.5 µM]
MmCpn inh	x	-10.5%	-0.4%	0.5%	x	0.8%	-0.4%	-0.7%	2.1%	-0.8%

# A different layout for some results above.
no.	SMILES	TDP43 rescue	FUS suppressor	aSyn rescue	GLP1R inv ag	Abeta yeast res	Akt phos inh	HEK293 tox	PTHR1 agonist	MmCpn inh
2	N#Cc1c(SCC(=O)O)nc(-c2ccccc2)c2c1CCCC2	-9.8%	2.1%	8.5%	-20.1%	-3.8%	i	1.3%	i	-10.5%
7	Cc1ccc(-c2noc(Cn3cc(S(=O)(=O)N4CCCC4)ccc3=O)n2)cc1	10.7%	-9.2%	6.3%	7.0%	-10.3%	i	-14.4%	i	-0.4%
1	Cc1ccccc1CNC(=O)CCc1cn(Cc2ccccc2C)c2ccccc12	20.1%	-10.0%	x	-10.2%	-3.5%	x	3.0%	-8.2%	x

# Continued:
11: CC(C)C[C@@H](CSc1ccc(Br)cc1)N1CCN(CCc2ccccc2)CCC1=O
12: COc1ccccc1C(O)(C(=O)NN(C)c1ccccc1)c1ccccc1OC
13: CCc1ccc(C2c3c(-c4ccccc4O)n[nH]c3C(=O)N2Cc2cccnc2)cc1 (configuration not stated)
14: COc1ccc(S(=O)(=O)N2CCC(C(=O)N[C@@H](C)C(=O)N3CCCC3)CC2)cc1
15: COc1ccc2[nH]c(N=Nc3ccccc3C)c(O)c2c1
16: Cc1ccc(Cl)cc1N1CCN(C(=O)c2cccc3c(=O)c(C)c(-c4ccccc4)oc23)CC1
17: CCOc1ccccc1NC(=O)CSc1nc2ccccc2nc1Cc1ccc(C)cc1
18: COc1ccc(C(CNC(=O)C(C)c2ccc3cc(OC)ccc3c2)N(C)C)cc1 (configuration not stated)
19: COc1ccc(C(=O)NNC(=O)c2snnc2C)cc1
20: Cc1cc(NC(=O)CSc2n[nH]c(-c3ccccc3Br)n2)no1

Assay by compound	11	12	13	14	15	16	17	18	19	20
TDP43 rescue	-9.2%	5.0%	1.6%	16.1%	-0.7%	-27.7%	25.1µM*	3.3%	3.5%	-29.6%
FUS suppressor	9.6%	1.1%	-7.7%	0.1%	-8.9%	27.9%	21.4%	11.0%	14.2%	13.8%
aSyn rescue	-27.0%	11.3%	x	u	1.5%	0.4%	x	11.4%	-1.4%	-3.1%
GLP1R inv ag	7.5%	-27.7%	49.3%[activator]	0.8%	3.6%	u	0.1%	u	17.9%	4.3%
Abeta yeast res	3.8%	15.8%	-9.5%	-0.7%	-10.8%	-16.5%	16.2%	4.0%	9.6%	-9.9%
Akt phos inh	i	i	x	i	i	i	x	i	i	i
HEK293 tox	-13.7%	-5.7%	-19.0%	-33.2%	-19.5%	-8.3%	2.5%	5.3%	-1.0%	-2.4%
PTHR1 agonist	-60.8%[inhibitor]	i	-17.4%	i	i	-21.4%	i	i	i	-11.7%
MmCpn inh	0.0%	0.0%	x	x	-2.3%	-0.4%	x	1.1%	0.0%	0.6%

21: O=C(/C=C/c1ccccc1)c1ccc2c(c1)OCO2
22: O=C(c1ccc(NS(=O)(=O)c2cccs2)cc1)N1CCOCC1
23: CC(C)(C)OC(=O)N1CCN(C(=O)c2[nH]cnc2C(=O)NCc2ccccc2)CC1
24: Nc1ncnc(Nc2c(F)cccc2F)n1
25: Cc1ccc(NC(=O)CS(=O)CC(=O)N(c2ccccc2)C(C)C(=O)NC2CCCC2)cc1 (configuration not stated)
26: CN1CCN(c2ccc(CNC(=O)C3(C)Cc4c(-c5ccccc5)ccnc4O3)cc2)CC1 (configuration not stated)
27: CSCCC(NC(=O)c1ccccc1Br)C(=O)NCC(C)(C)N1CCOCC1 (configuration not stated)
28: COC(=O)c1ccc2c(c1)c(C#Cc1ccccc1)c(-c1ccccc1)n2C
29: CCCCN1C(=O)c2[nH]nc(-c3ccccc3O)c2C1c1ccc(OCc2ccccc2)c(OC)c1 (configuration not stated)
30: CCCCn1c(SCC(=O)NCc2ccco2)nc2cc(S(N)(=O)=O)ccc21

Assay by compound	21	22	23	24	25	26	27	28	29	30
TDP43 rescue	u	17.2%	4.5%	-21.0%	-11.0%	2.3%	-10.1%	10.3%	2.1%	-20.1%
FUS suppressor	-6.1%	x	-4.6%	16.6%	14.5%	-6.6%	13.5%	19.0%	42.4%	-7.4%
aSyn rescue	5.2%	-9.1%	-0.1%	6.7%	2.9%	0.7%	-1.0%	9.7%	x	-14.3%
GLP1R inv ag	-24.0%	9.5%	11.1%	11.4%	0.0%	-25.4%	12.8%	-28.6%	u	1.8%
Abeta yeast res	-25.1%	-4.1%	-13.0%	-9.3%	14.7%	-16.8%	-1.5%	2.0%	-0.9%	-15.6%
Akt phos inh	i	i	i	i	i	i	i	i	x	i
HEK293 tox	-5.0%	13.5%	-8.1%	-0.7%	-10.5%	1.7%	-5.1%	-8.0%	-2.1%	-1.0%
PTHR1 agonist	-42.8%[inhibitor]	-22.8%	i	-5.1%	i	i	i	-8.2%	i	i
MmCpn inh	-5.1%	1.2%	2.8%	-0.9%	-1.2%	x	0.0%	u	x	1.0%

31: CC(=O)c1cc(NC(=O)c2ccc(C)cc2)c(=O)oc1/C=C/N(C)C
32: OC1(c2ccc(Br)cc2)CN(c2ccccc2)C2=[N+]1CCS2 (configuration not stated)
33: CCn1c(CC(=O)Nc2ccc(OC)cc2)nnc1SCC(=O)N1CCOCC1
34: Cc1cc(C)n2nc(C(=O)Nc3c(C)nn(Cc4ccc(F)cc4)c3C)cc2n1
35: O=c1ccn([C@@H]2O[C@H](CNCC3=Cc4cc(O)ccc4OC3)[C@@H](O)[C@H]2O)c(=O)[nH]1
36: Cc1ccc(NC(=O)c2ccc(OC(=O)CCN3C(=O)c4ccccc4C3=O)cc2)cc1
37: COc1cc(CN2CCN(c3cccc(Cl)c3)CC2)cc(OC)c1OC
38: CC(NC(=O)CNC(=O)c1cccs1)c1cccc(C(F)(F)F)c1 (configuration not stated)
39: CCOC(=O)c1nc(Nc2ccc(C(=O)O)cc2)c2ccccc2n1

Assay by compound	31	32	33	34	35	36	37	38	39
TDP43 rescue	-20.9%	-10.3%	19.8%	10.3%	10.2%	-5.6%	-7.9%	-6.7%	-4.6%
FUS suppressor	48.3%	52.4%	x	24.0%	7.2%	2.5%	19.9%	-15.4%	-19.2%
aSyn rescue	1.8%	1.4%	-6.7%	8.8%	3.3%	-3.5%	-1.6%	-3.0%	-7.1%
GLP1R inv ag	2.4%	-29.3%	-53.6%	78.0%[activator]	6.8%	29.3%	5.01µM*	u	0.4%
Abeta yeast res	-25.2%	-2.4%	0.6%	x	7.6%	3.4%	0.8%	-23.0%	-0.4%[9.22 µM]
Akt phos inh	i	i	i	i	i	i	x	i	i
HEK293 tox	-5.4%	28.7%	9.4%	2.9%	2.2%	-9.2%	u	-0.1%	-1.0%
PTHR1 agonist	-34.4%[inhibitor][57.5 µM]	i	i	i	2.3%	-14.4%[57.5 µM]	i	-10.6%	i
MmCpn inh	-4.1%	-3.2%	0.5%	-3.7%	x	1.0%	1.8%	0.6%	-0.7%

# Screening results deposited in PubChem BioAssay by National Center for Advancing Translational Sciences (NCATS).
